NR2E3 ag-1 = agonists of human NR2E3 nuclear receptor. Q9Y5X4. CHO-S Gal4-NCOR/VP16-NR2E3 two-hybrid, luciferase. inhibition of corepressor binding, % at 3.98 µM. 0.35% of 360,000 active. AID 602229;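 active = inhibition above the mean of all tested compounds plus 3 SD, cut at about 70% in these data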;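 note: 0% = DMSO with NR2E3 transfected cells and 100% = cells lacking NR2E3 construct; higher means lower luciferase signal from less NR2E3 corepressor binding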
Target sequence (Q9Y5X4 whole entry, looked up, the tested form may be a part): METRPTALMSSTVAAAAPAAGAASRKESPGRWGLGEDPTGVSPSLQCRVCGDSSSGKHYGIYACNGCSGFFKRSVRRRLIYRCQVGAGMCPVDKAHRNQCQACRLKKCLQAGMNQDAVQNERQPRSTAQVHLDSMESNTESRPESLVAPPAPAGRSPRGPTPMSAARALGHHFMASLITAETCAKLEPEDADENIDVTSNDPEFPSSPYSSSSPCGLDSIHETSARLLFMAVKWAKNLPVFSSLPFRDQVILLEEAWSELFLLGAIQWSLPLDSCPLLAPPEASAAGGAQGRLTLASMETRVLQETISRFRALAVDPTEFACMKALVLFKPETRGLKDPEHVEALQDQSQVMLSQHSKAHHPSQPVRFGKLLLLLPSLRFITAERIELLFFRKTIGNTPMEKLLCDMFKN
Shn3 3UTR inh = reduces Shn3 3'UTR luciferase signal in osteoblasts. Clone20 osteoblast Shn3 3'UTR firefly luciferase, 24 h. inhibition, % at 12.5 µM. 0.52% of 360,000 active;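 active = mean inhibition of at least 75% with every replicate also reaching 75%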;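 note: 0% = median of neutral control wells and 100% = pilot-screen positive control compound; some compounds past the cut are filed as inactive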
C8 TRAIL sens = caspase-8 TRAIL sensitization | 1% of 360,000 active | inhibition (viability loss, TRAIL sensitization), % at 10 µM | NB7+C8 cells + TRAIL, ATPlite viability luminescence;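 active = compounds causing at least 50% loss of cell viability in the single-dose screen, relative to plate controls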
Peg3 prom inh = reduces Peg3 promoter-driven luciferase expression in HeLa. HeLa PEG-Prom luciferase reporter, luminescence, overnight. inhibition, % at 20 µM. 1.7% of 360,000 active;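 active = inhibition of at least 50% at 20 µM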
CF NFkB inh = cystic fibrosis NF-kB activation inhibition; inhibition, % at 5 µM; 0.86% of 360,000 active; AID 588850; KKLEB NF-kB-GFP reporter, PAF-induced, GFP fluorescence overnight;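 active = at least 50% inhibition at 5 µM, scaled per plate between neutral and stimulator controls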;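 note: PAF is a Pseudomonas aeruginosa culture filtrate used as stimulus; plate controls were PAF-stimulated DMSO wells for no effect and unstimulated DMSO wells for full effect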
KKLEB cytotox = counter-screen for CF NF-kB inhibitors: cytotoxicity; 0.36% of 360,000 active; KKLEB CF airway cells viability, ATPlite luminescence, overnight; stronger effect = lower value; cells stimulated with P. aeruginosa culture filtrate; AID 602141; activity change (cytotoxicity), % at 5 µM;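 active = corrected activity change at or below -50% at 5 µM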
LMP1 NFkB inh = reduces LMP1-driven NF-kappaB luciferase signal | inhibition, % at 12.5 µM | AID 504558 | 0.69% of 350,000 active | LMP1-induced NF-kappaB luciferase reporter cells, luminescence; in the data active = inhibition above about 41%;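 note: 0% = neutral control wells and 100% = reference inhibitor control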
NR2E3 ag-2 = NR2E3 (human) agonism. GST-NR2E3/biotin-RetCOR TR-FRET, 1536-well. AID 2300. Q9Y5X4. inhibition of corepressor binding, % at 4.78 µM. 0.12% of 320,000 active;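 active = percent inhibition above the cutoff of mean plus 3 SD of all tested compounds, set per screening campaign, cut at about 20% in these data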;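 note: 0% = DMSO wells and 100% = biotin wells as full block of FRET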
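Material: NR2E3–RetCOR corepressor complex / Amount: 1.35 nM GST-NR2E3 / Medium: Tris pH 7.5 / Compound: single nominal compound dose of 4.8 µM / Incubation: 5 h at 4 °C / Technique: TR-FRET, Eu(K)-anti-GST donor, streptavidin-D2 acceptor, ex 340, em 617/671 nm / Read-out basis: percent loss of FRET ratio relative to control wells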
HIF-2a inh = inhibitors of HIF-2a; inhibition, % at 18.8 µM; 786-0 RCC cells HIF-2a reporter, luciferase luminescence, overnight; 0.72% of 360,000 active; AID 624352;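 active = inhibition of the luminescence signal of 40% or more relative to plate controls, in a single-dose primary screen at 18.75 µM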
TRPM1 prom inh = reduces MITF-dependent TRPM1 promoter luciferase signal. SK-MEL-5 TRPM1 promoter luciferase, 24 h. inhibition, % at 12.5 µM. 0.83% of 330,000 active;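 active = mean inhibition across replicates of 60% or more, whatever share of single replicates reaches that level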; note: values of inactives mirror those of a sister screen read the other way
iPSC survival up = hiPSC single-cell survival enhancement; ATPlite luminescence; 100% = ROCK inhibitor wells, 0% = DMSO; survival enhancement, % at 20 µM; 0.044% of 360,000 active; in the data active = survival enhancement above about 18%;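 note: cells exposed to compounds for 16 hours before the ATP read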
Starred values were filed as active, the others as inactive; · = not tested or not shown. Not all compounds are listed (hit frequency here may not be typical).

SMILES	NR2E3 ag-1	Shn3 3UTR inh	C8 TRAIL sens	Peg3 prom inh	CF NFkB inh	KKLEB cytotox	LMP1 NFkB inh	NR2E3 ag-2	HIF-2a inh	TRPM1 prom inh	iPSC survival up
CC1Cc2nc(SCC(=O)NCCc3ccccc3)n(C)c(=O)c2S1 (configuration not stated)	-12	-11	15	2	2	-10	2	6	13	0	-0.2
O=CNc1ccc2c3c(cccc13)-c1ccccc1-2	-32	-11	-4	-119	-114	-2	-3	·	-212	-16	-0.1
Cc1cccc2c(N=Nc3ccc(S(=O)(=O)Nc4ccc(Cl)cc4)cc3[N+](=O)[O-])c(O)[nH]c12	-5	6	-11	-11	-5	18	-1	3	7	-6	-0.6
O=c1[nH]cc(S(=O)(=O)Nc2ccc3c(c2)OCO3)c(=O)[nH]1	9	3	1	0	-12	4	8	0	-26	5	-0.6
O=C(c1ccccn1)N(Cc1cc2ccccc2[nH]c1=O)C1CCCCC1	-15	9	-9	23	-20	12	-8	-2	13	-4	0.0
Cc1ccc(N=C2C(=O)Nc3ccccc32)cc1	4	2	-15	6	0	16	6	2	11	7	-0.9
Cc1ccc(C(=O)Nc2cc([N+](=O)[O-])ccc2F)s1	-6	-23	8	-22	-19	2	5	0	-76	-16	4.2
O=C(COC(=O)c1ccccc1C(=O)c1ccccc1)NCCc1ccccc1	10	9	1	29	11	-8	-7	4	24	3	2.8
COc1ccc(S(=O)(=O)N2CCOCC2)cc1NC(=O)Cc1ccc2c(c1)OCCO2	-26	1	-7	6	-13	-4	-2	4	14	-1	1.1
CCC(=O)N1CCc2cc(S(=O)(=O)NCCC(=O)NC3CCCCCC3)ccc21	17	2	-12	8	-2	1	1	0	13	9	-0.4
Cc1noc(C)c1COc1ccc(CC(=O)NC2CCCCCC2)cc1	18	38	1	2	-2	-1	0	2	22	8	2.6
N#C/C(=N\Nc1ccccc1)C(N)=S	10	·	13	6	18	-5	22	-9	-7	13	0.4
O=C(NC1(Cc2ccccc2)CCN(Cc2ccc(-c3ccccc3)cc2)C1=O)c1ccccc1 (configuration not stated)	1	79	16	85*	9	-17	-11	1	-1	-1	0.4
Cc1nnc(SCC(=O)NCc2ccccc2)[nH]c1=O	17	5	3	15	-7	-1	-1	0	14	0	-0.6
O=C(CCn1cccc1)Nc1cccc(F)c1	-4	-7	3	1	2	5	-1	-2	13	-15	-0.5
CC(=O)c1cc(-c2ccccc2)n(CC(=O)NC(C)(C)C)c1C	0	-8	0	3	10	-8	1	4	14	-3	-0.8
CCOc1ccc(CCNC(=O)CCNC(=O)c2ccco2)cc1OCC	-20	-6	2	1	18	-10	5	1	9	-1	-0.1
CCCNC(=O)Cn1sc2nc(C)cc(C)c2c1=O	-13	19	4	12	-19	1	2	0	20	7	0.5
O=C(NCC1CCCO1)c1onc(CSc2ccccc2)c1C(=O)O (configuration not stated)	-17	-1	-6	6	17	3	-2	5	10	-9	2.6
CCNC(=O)C1(C)CCN(C(=O)c2ccc(C(F)(F)F)cc2)C1 (configuration not stated)	1	-3	-11	3	22	-9	·	·	17	·	-1.3

Arranged by length of the SMILES (descending): twelve of the compounds above.
SMILES	NR2E3 ag-1	Shn3 3UTR inh	C8 TRAIL sens	Peg3 prom inh	CF NFkB inh	KKLEB cytotox	LMP1 NFkB inh	NR2E3 ag-2	HIF-2a inh	TRPM1 prom inh	iPSC survival up
COc1ccc(S(=O)(=O)N2CCOCC2)cc1NC(=O)Cc1ccc2c(c1)OCCO2	-26	1	-7	6	-13	-4	-2	4	14	-1	1.1
O=c1[nH]cc(S(=O)(=O)Nc2ccc3c(c2)OCO3)c(=O)[nH]1	9	3	1	0	-12	4	8	0	-26	5	-0.6
O=C(COC(=O)c1ccccc1C(=O)c1ccccc1)NCCc1ccccc1	10	9	1	29	11	-8	-7	4	24	3	2.8
CCNC(=O)C1(C)CCN(C(=O)c2ccc(C(F)(F)F)cc2)C1 (configuration not stated)	1	-3	-11	3	22	-9	·	·	17	·	-1.3
CC(=O)c1cc(-c2ccccc2)n(CC(=O)NC(C)(C)C)c1C	0	-8	0	3	10	-8	1	4	14	-3	-0.8
CC1Cc2nc(SCC(=O)NCCc3ccccc3)n(C)c(=O)c2S1 (configuration not stated)	-12	-11	15	2	2	-10	2	6	13	0	-0.2
CCOc1ccc(CCNC(=O)CCNC(=O)c2ccco2)cc1OCC	-20	-6	2	1	18	-10	5	1	9	-1	-0.1
O=CNc1ccc2c3c(cccc13)-c1ccccc1-2	-32	-11	-4	-119	-114	-2	-3	·	-212	-16	-0.1
CCCNC(=O)Cn1sc2nc(C)cc(C)c2c1=O	-13	19	4	12	-19	1	2	0	20	7	0.5
Cc1ccc(N=C2C(=O)Nc3ccccc32)cc1	4	2	-15	6	0	16	6	2	11	7	-0.9
O=C(CCn1cccc1)Nc1cccc(F)c1	-4	-7	3	1	2	5	-1	-2	13	-15	-0.5
N#C/C(=N\Nc1ccccc1)C(N)=S	10	·	13	6	18	-5	22	-9	-7	13	0.4

Next results:
SMILES	NR2E3 ag-1	Shn3 3UTR inh	C8 TRAIL sens	Peg3 prom inh	CF NFkB inh	KKLEB cytotox	LMP1 NFkB inh	NR2E3 ag-2	HIF-2a inh	TRPM1 prom inh	iPSC survival up
CCOC(=O)N(C)c1c(CC)nc2c(OCc3ccc(S(C)(=O)=O)cc3)cccn12	-7	-18	-4	3	12	-6	·	·	3	·	0.0
O=C(NC1CCN(C(=O)Nc2ccccc2Cl)CC1)c1ccccc1	6	11	-1	6	2	-1	1	0	11	·	-2.3
CN(C)c1cc[n+](CC(=O)N2CCCc3ccccc32)cc1	3	10	-1	10	0	-3	8	-3	10	11	-1.4
OC1COC(c2ccccc2)OC1C(O)C1OC(c2ccccc2)OCC1O (configuration not stated)	13	-7	-9	-31	0	-18	-4	·	-10	-3	5.7
COC(=O)c1cc(NC(C)=O)ccc1N1CCOCC1	8	8	0	1	5	5	6	-2	10	1	-0.1
COc1ccccc1N1CCN(S(=O)(=O)c2cn(C)nc2C)CC1	-17	19	0	1	5	-6	1	1	1	7	0.2
CC(C)(C)SCCNC(=O)CN(c1ccc(F)c(Cl)c1)S(C)(=O)=O	8	7	-7	5	-11	-5	-3	5	17	3	5.0
O=C(N/N=C/c1c[nH]c2ccc(Br)cc12)c1ccn(Cc2ccc(Cl)cc2)n1	-12	-10	3	13	2	8	12	-1	21	-8	0.4
Cc1cc(=O)oc2c(C)c(OC(C)C(=O)NCC3CCC(C(=O)O)CC3)ccc12 (configuration not stated)	-10	9	13	-7	5	7	-1	-2	5	0	5.9
O=C(NC1CCCC1)C(c1ccccc1)N(C(=O)c1ccno1)c1ccccc1 (configuration not stated)	-21	5	28	14	-5	10	-11	-2	6	0	-1.6
CCCCNC(=O)C1(C)CCCCN1Cc1ccc2ccccc2c1 (configuration not stated)	-60	-8	2	16	-12	7	·	·	15	·	1.8
O=c1c(Br)c(N2CCCC2)cnn1-c1ccccc1	-160	-61	7	-268	-9	4	-22	2	-172	-18	3.6
Clc1cccc(CN2CCC(Cc3ccccc3)CC2)c1	-7	-16	-1	8	5	16	-29	1	4	4	-0.6
O=C(COC(=O)Cc1ccccc1F)Nc1ccc(SC(F)F)cc1	-10	-7	-3	-7	8	-1	6	3	4	1	1.3
Cc1noc(C)c1CSCC(=O)N(C)CC(=O)Nc1ccc(Cl)c(Cl)c1	-10	10	13	10	6	-1	8	4	-6	-1	0.0
CCN(CC)C(=O)CSc1ncnc2c1cnn2Cc1ccccc1	12	12	-11	10	6	5	-2	-3	1	-1	3.2
CCc1ccc(/C([O-])=C(/C(=S)NCCN2CCOCC2)[n+]2ccccc2)cc1	-10	5	-6	0	9	15	-1	1	6	7	3.5
CCC(C)c1ccc(NC(=O)C2CCN(c3ccc(C(F)(F)F)cn3)CC2)cc1 (configuration not stated)	15	18	26	24	16	4	11	1	15	10	-2.7
CC(C)(C)OC(=O)C[C@@H]1C/C=C\C[C@H](CC(=O)N[C@H](CO)Cc2ccccc2)C(=O)N[C@H](Cc2ccccc2)COC1=O	-3	18	4	7	12	-6	-34	·	0	3	-2.8
Cn1c(COc2ccc(F)cc2)nnc1SCC(=O)NC1CC1	-5	8	8	4	-2	-3	-2	1	26	8	1.0
O=C(Nc1cccc(OC(F)(F)F)c1)c1cccc2c(-c3cccnc3)coc12	-22	9	7	9	-24	-1	·	·	-5	·	-1.9
COc1ccc(C(=O)NCCNC(=O)c2cnccn2)cc1OC	-6	-32	-17	9	2	-1	3	5	6	-13	-0.2
COc1ccc(C2=Nc3cc(C)ccc3OC2)cc1	-135	-37	59*	-122	-13	-6	91*	0	-100	1	-3.3
N=c1c(C(=O)NC2CCCCC2)cc2c(=O)n3ccccc3nc2n1CCc1ccccc1	-8	19	14	-3	-22	-11	5	0	-7	-15	-0.2
O=C(Nc1ccccc1)C1=C[C@H](c2ccccc2)C[C@H](OCc2ccc(CO)cc2)O1	-43	-4	4	-62	3	11	-3	4	-101	0	-2.8
Cc1ccc(/C=N/NC(=O)CSc2nc3nc(C)cc(C)n3n2)cc1	-16	16	0	2	-3	-8	-32	1	-16	15	3.8
CCOC(=O)C1=CN(CC)S(=O)(=O)NC1c1ccc(C(F)(F)F)cc1 (configuration not stated)	-11	19	12	-8	-9	-4	-1	·	17	-2	1.6
COc1cccc(-c2ccc3c(c2)S(=O)(=O)c2cccc(C(=O)O)c2C3=O)c1OC	-3	4	-8	-14	-10	13	-4	4	18	1	-0.6
O=C(CS(=O)CC(=O)Nc1ccccc1-c1ccccc1)Nc1ccc(F)cc1 (configuration not stated)	-47	1	-24	20	0	5	10	3	5	-5	0.1
CCOc1ccc(OCCOCCOc2ccccc2Cl)cc1	-28	11	-3	-10	-32	0	2	2	-15	4	1.5
CC(=O)Nc1ccc(S(=O)(=O)N2CCN(C3CCCCCCC3)CC2)cc1	-2	24	22	18	9	-14	-4	-4	21	7	-2.1
CCC12CN(S(=O)(=O)c3ccc(C)cc3)CC(CC)(CN(S(=O)(=O)c3ccc(C)cc3)C1)C2=O	-33	84	7	4	6	-26	-2	4	18	22	-1.5

Source: PubChem BioAssay
